All columns: NCI-60 one-dose screen, growth in % after 48 h at 10 µM unless noted; 100 = growth as untreated, 0 = no growth, -100 = all killed.
RPMI-8226 = RPMI-8226 leukemia cells. 77,000 tested, 7.5% active. AID 1794781
MCF7 = MCF7 breast cancer; AID 1794796; 82,000 tested, 6.3% active
SR = SR leukemia cells. 73,000 tested, 8.7% active
MDA-MB-468 = MDA-MB-468 breast cancer | 78,000 tested, 8.5% active | AID 2202374
MDA-MB-435 = MDA-MB-435 melanoma | 82,000 tested, 7.8% active | AID 1794794
MOLT-4 = MOLT-4 leukemia cells; 80,000 tested, 6.9% active
MDA-MB-231 = MDA-MB-231 breast cancer | 81,000 tested, 5% active | AID 1794789
K-562 = K-562 leukemia; 78,000 tested, 7.4% active; AID 1794777
* hit, by the source's call; . = no result given. Rule for the calls: active = growth percent below 10; inactive = the rest. Rows are unselected; about 15% have a hit in one of these screens.

no. | mol | RPMI-8226 | MCF7 | SR | MDA-MB-468
1 | C#Cc1ccc([N+](=O)[O-])cc1 | 106 | 101 | . | 97
2 | O=C1c2cccc3c(NC4CCCCC4)ccc(c23)C(=O)N1c1cccc(-c2nn(-c3ccccc3)cc2-c2nc3ccccc3s2)c1 | 105 | 85 | 86 | 106
3 | CCOC(=O)c1nnn(-c2nonc2N)c1-c1ccc(OCC)cc1 | 95 | 104 | 91 | 91
4 | O=C(CNc1nc(-c2ccc(Cl)cc2)cs1)Nc1ccc(-c2nc3ccccc3s2)cc1 | 87 | 30 | 90 | -40*
5 | COc1ccc(NC(=O)CSc2nc3ccccc3c(=O)n2CCc2ccccc2)cc1 | . | 90 | . | 88
6 | Cc1csc(C)n1 | 114 | 93 | 119 | 101
7 | CC(Sc1nc2ccccc2c(=O)n1C)C(=O)Nc1ccc(F)cc1 (stereo not given) | 68 | 76 | 89 | 71
8 | O=C1O[C@H](CO)[C@@H]2[C@H]1[C@H]2C(=O)c1cccs1 | 94 | 110 | 69 | 96
9 | Nc1nccc2c1ncn2C1OC(CO)C(O)C1O (stereo not given) | 103 | 101 | 90 | .
10 | Clc1ccc(-c2nc3c4c(-c5ccccc5)c(-c5ccccc5)oc4ncn3n2)cc1 | 98 | 93 | . | 105

no. | MDA-MB-435 | MOLT-4 | MDA-MB-231 | K-562
1 | 97 | 105 | 101 | 113
2 | 111 | 105 | 102 | 99
3 | 115 | 88 | 113 | 86
4 | 104 | 93 | 85 | 96
5 | 91 | . | 61 | .
6 | 114 | 120 | 97 | 107
7 | 86 | 76 | 89 | 64
8 | 54 | 100 | 95 | 112
9 | . | 88 | 105 | 104
10 | 104 | 103 | 100 | 91

Additional records:
no. | mol | RPMI-8226 | MCF7 | SR | MDA-MB-468
11 | CCN(Cc1ccc(CN(CC)C(=O)c2c(-c3ccccc3)noc2C)cc1)C(=O)c1c(-c2ccccc2)noc1C | 34 | 90 | 59 | 49
12 | Nc1nnc(SCC(=O)Nc2ccc3oc(=O)ccc3c2)s1 | 110 | 90 | 97 | 124
13 | COc1cc(/C=C2\N=C(c3ccccc3)N(c3ccc(-c4nc5ccc(C)cc5s4)cc3)C2=O)ccc1O | 89 | 78 | 90 | 83
14 | Cc1ccc([N+]2=NOC(=O)C2S(=O)(=O)Nc2nc(-c3ccc(Cl)cc3Cl)cs2)cc1 (stereo not given) | 136 | 80 | 93 | 91
15 | c1ccc(C(c2ccccc2)c2cc(-c3cc(C(c4ccccc4)c4ccccc4)[nH]n3)n[nH]2)cc1 | 100 | 93 | 86 | 86
16 | CCCCNC(C(=O)c1ccccc1)c1ccc(OC)cc1 (stereo not given) | 95 | 87 | 100 | 100
17 | c1cncc(CSc2ncnc3nc[nH]c23)c1 | 97 | 88 | 94 | 104
18 | CCCn1cc2c(=O)nc3sc(Cc4ccc(F)cc4)c(C)n3c2n1 | 93 | 98 | 86 | 114
19 | O=C(Nc1ccc(Cl)cc1)c1ccc2c(c1)NC(=O)[C@@H]1CCCN21 | 82 | 79 | 76 | 92
20 | CCOC(=O)c1c(SC)n[nH]c1N | 116 | 93 | 97 | 103

no. | MDA-MB-435 | MOLT-4 | MDA-MB-231 | K-562
11 | 82 | 48 | 75 | 56
12 | 104 | 103 | 107 | 99
13 | 104 | 75 | 56 | 104
14 | 115 | 97 | 94 | 89
15 | 106 | 91 | 101 | 107
16 | 92 | 95 | 97 | 98
17 | 98 | 106 | 93 | 106
18 | 109 | 66 | 98 | 77
19 | 89 | 102 | 99 | 74
20 | 107 | 107 | 99 | 111

Whole records, quoted from the list.
Profile of COc1cc(/C=C2\N=C(c3ccccc3)N(c3ccc(-c4nc5ccc(C)cc5s4)cc3)C2=O)ccc1O → RPMI-8226: 89; MCF7: 78; SR: 90; MDA-MB-468: 83; MDA-MB-435: 104; MOLT-4: 75; MDA-MB-231: 56; K-562: 104
Profile of Nc1nccc2c1ncn2C1OC(CO)C(O)C1O (stereo not given) → RPMI-8226: 103; MCF7: 101; SR: 90; MDA-MB-468: .; MDA-MB-435: .; MOLT-4: 88; MDA-MB-231: 105; K-562: 104
Profile of CCCn1cc2c(=O)nc3sc(Cc4ccc(F)cc4)c(C)n3c2n1 → RPMI-8226: 93; MCF7: 98; SR: 86; MDA-MB-468: 114; MDA-MB-435: 109; MOLT-4: 66; MDA-MB-231: 98; K-562: 77

Additional entries
no. | mol | RPMI-8226 | MCF7 | SR | MDA-MB-468
21 | CC(=O)N1N=C(c2ccc(-n3ccc(C(F)(F)F)n3)cc2)CC1c1ccc[nH]1 (stereo not given) | 87 | 97 | 84 | 106
22 | CCN(CC)CCOC(=O)C1c2ccccc2Oc2ccccc21 | 104 | 100 | 99 | 117
23 | O=C1Nc2ccccc2C(c2c[nH]c3ccccc23)N1 (stereo not given) | 97 | 92 | 95 | 93
24 | N#CC(=O)Nc1ccc(F)cc1 | 93 | 95 | 92 | 120
25 | Nn1c(NN=Cc2cc(-c3ccccc3)cs2)n[nH]c1=S | 121 | 87 | 89 | 113
26 | Clc1ccc(-c2nnc(COc3ccc(C4=NNC(c5ccco5)C4)cc3)o2)cc1 (stereo not given) | . | 17 | 81 | 9.4*
27 | Cc1ccc(S(=O)(=O)NC(=O)N2CCCC2)cc1 | 86 | 97 | . | 85
28 | COc1ccc(-n2nc3c(c2-c2ccccc2)-c2oncc2CC3)cc1 | 73 | 89 | . | .
29 | O=C1c2c(c3c4cccnc4[nH]c3c3[nH]c4ccccc4c23)C(=O)N1O | 88 | 61 | 16 | 54
30 | NS(=O)(=O)c1ccc(-n2nc(-c3ccc(Cl)cc3)c3ccccc3c2=O)cc1 | 85 | 89 | . | 104

no. | MDA-MB-435 | MOLT-4 | MDA-MB-231 | K-562
21 | 100 | 83 | 100 | 88
22 | 94 | 101 | 119 | 111
23 | 108 | 101 | 97 | 98
24 | 103 | 84 | 117 | 94
25 | 99 | 101 | 91 | 101
26 | 93 | 86 | 83 | 81
27 | 128 | 114 | 111 | 111
28 | 80 | 74 | 93 | .
29 | 89 | 41 | 71 | .
30 | 112 | 60 | 88 | 84

(continued)
no. | mol | RPMI-8226 | MCF7 | SR | MDA-MB-468
31 | CCCCC(=O)Nc1nc2ccc(SCCC)cc2s1 | 16 | 35 | 6.6* | 20
32 | Cc1[nH]n(C(=O)c2ccncc2)c(=O)c1N=Nc1ccc(F)c(Cl)c1 | 88 | 92 | 76 | 110
33 | c1cnc2nc(CSc3nnc4ccccn34)oc2c1 | 104 | 93 | 83 | 106
34 | CCNc1nc(-c2ccc(Cl)c(OC)c2)c(-c2ccnc(NCCCNS(=O)(=O)c3ccc(Cl)cc3)n2)s1 | 46 | 66 | 43 | 63
35 | COc1ccc(C2=NN(c3nc(-c4ccc(OC)cc4)c(C#N)c(=O)n3C)C(=O)CC2)cc1 | 95 | 92 | 87 | 96
36 | CN1C(=O)C(=Cc2cn(Cc3cccc4ccccc34)c3ccccc23)C(=O)N(C)C1=O | 73 | 82 | 87 | 40
37 | Cc1cccc(N)c1O | 100 | 82 | 107 | 103
38 | CN(c1ccc(Br)cc1)S(=O)(=O)c1ccc(-c2cnc(C3CC3)o2)cc1 | 16 | 21 | 34 | 12
39 | O=C1Nc2ccccc2C1=NC1CCCCC1 | 103 | 98 | . | 102
40 | C/C(CC(C)(C)C)=N/O | 96 | 97 | 101 | 98
41 | CCOP(=O)(OCC)OC[C@]12CC[C@@H](C)[C@H](C)C1C1=CC[C@@H]3[C@@]4(C)CCCNC(C)(C)[C@@H]4CC[C@@]3(C)[C@]1(C)CC2 (stereo not given in full) | -49* | -60* | -58* | -51*

no. | MDA-MB-435 | MOLT-4 | MDA-MB-231 | K-562
31 | 4.4* | 30 | 52 | 16
32 | 112 | 12 | 100 | 21
33 | 100 | 100 | 100 | 100
34 | 25 | 22 | 51 | 32
35 | 109 | 97 | 83 | 101
36 | 61 | 98 | 84 | 73
37 | 106 | 107 | 92 | 98
38 | -12* | 23 | 30 | 8.0*
39 | 106 | 111 | 103 | 100
40 | 103 | 105 | 94 | 123
41 | 28 | -69* | 39 | -60*

3 structures already listed, sorted by SMILES length, high to low:
no. | mol | RPMI-8226 | MCF7 | SR | MDA-MB-468
41 | CCOP(=O)(OCC)OC[C@]12CC[C@@H](C)[C@H](C)C1C1=CC[C@@H]3[C@@]4(C)CCCNC(C)(C)[C@@H]4CC[C@@]3(C)[C@]1(C)CC2 (stereo not given in full) | -49* | -60* | -58* | -51*
34 | CCNc1nc(-c2ccc(Cl)c(OC)c2)c(-c2ccnc(NCCCNS(=O)(=O)c3ccc(Cl)cc3)n2)s1 | 46 | 66 | 43 | 63
40 | C/C(CC(C)(C)C)=N/O | 96 | 97 | 101 | 98

no. | MDA-MB-435 | MOLT-4 | MDA-MB-231 | K-562
41 | 28 | -69* | 39 | -60*
34 | 25 | 22 | 51 | 32
40 | 103 | 105 | 94 | 123

Source: PubChem BioAssay (NCI)
